D1 PAM: Potentiators of Human D1 Dopamine Receptor: qHTS. HEK293 TREx D1 cells, calcium flux, dopamine EC20 potentiation. actives 0.036% (n = 360,000). AID 504651, 2011. potentiation, % at 10 µM; in the data active = potentiation above about 30%; note: 0% is about no effect
D1 antagonist: Antagonist of Human D 1 Dopamine Receptor: qHTS. D(1A) dopamine receptor (Homo sapiens), P21728. HEK293 TREx D1 cells, calcium flux, dopamine EC80; stronger effect = lower value. activity change, negative = inhibition, % at 10 µM. actives 3.2% (n = 360,000); in the data active = activity change below about -30%; note: % is set by controls: 0 for no effect and ±100 for the full control effect
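Cells carrying a force-coupled, tetracycline-inducible human D1 receptor report calcium flux. Each well gets a 10 s baseline, compound with 180 s monitoring, then an EC80 dopamine stimulus with a second 180 s kinetic read.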
TRHR PAM: qHTS for Small Molecule Agonists and Allosteric Enhancers of Human TRH Receptor: Primary Screen for Enhancers. Thyrotropin-releasing hormone receptor (Homo sapiens), P34981. TRHR cells, fluo-8 calcium fluorescence, EC20 TRH enhancement. enhancement, % at 2 µM. actives 0.66% (n = 360,000). AID 493056, 2011; in the data active = enhancement above about 30%; note: 0% is about no effect
Target sequence (P34981 whole entry, looked up): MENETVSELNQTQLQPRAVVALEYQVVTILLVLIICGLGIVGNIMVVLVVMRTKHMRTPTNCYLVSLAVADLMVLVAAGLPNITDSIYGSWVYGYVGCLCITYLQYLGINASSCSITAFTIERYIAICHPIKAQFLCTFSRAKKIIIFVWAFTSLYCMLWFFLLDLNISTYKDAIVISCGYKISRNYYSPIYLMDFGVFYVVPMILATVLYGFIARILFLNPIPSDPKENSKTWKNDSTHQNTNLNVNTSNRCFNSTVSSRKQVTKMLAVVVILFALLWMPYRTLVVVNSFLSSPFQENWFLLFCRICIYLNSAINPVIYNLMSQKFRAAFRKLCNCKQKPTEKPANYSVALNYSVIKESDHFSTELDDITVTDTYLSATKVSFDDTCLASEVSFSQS
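TRHR-expressing cells loaded with fluo-8 calcium dye were read kinetically (ex 480/em 530) during compound addition, then stimulated with an EC20 of TRH (10 nM final). Enhancement of the Gq-mediated intracellular calcium response was scored.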
RXFP1 agonist: qHTS Assay for Agonists of the Relaxin Receptor RXFP1 | HEK293T-RXFP1 cAMP TR-FRET, 30 min; response scale: percent of porcine relaxin response, buffer zero | Relaxin receptor 1 (Homo sapiens), Q9HBX9 | actives 0.3% (n = 370,000) | Potency, µM (series often up to 57.5 µM), for inactives: at the top dose activation, actives largely listed as activators; active = well fitted activation curve with a large enough effect; inconclusive = small, poorly fitted or top-dose-only effect; note: potency is the fitted concentration of half-maximal effect; % is set by controls: 0 for no effect and ±100 for the full control effect; nearly all actives have a fitted effect of over 60% in size; many of its hits are not listed in these tables
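Agonist response is measured as cAMP accumulation in an RXFP1-transfected HEK293T line under PDE4 inhibition. Values are scaled between buffer-only and 29 nM porcine relaxin, and EC50s come from standard Hill equation fits.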
RXFP1 antagonist: qHTS Assay for Antagonists of the Relaxin Receptor RXFP1 | HEK293-RXFP1, relaxin-stimulated cAMP HTRF, 30 min; stronger effect = lower value | AID 1259400, 2018 | activity change, negative = inhibition, % at 57.5 µM | Relaxin receptor 1 (Homo sapiens), Q9HBX9 | actives 0.59% (n = 350,000);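 active = activity change of -60% or lower, but not beyond a set lower limit; inconclusive = change between -60% and -40%, or beyond the set limit; inactive = change above -40%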; note: % is set by controls: 0 for no effect and ±100 for the full control effect
D2 antagonist: HTS Assay for Allosteric Antagonists of the Human D2 Dopamine Receptor: Primary Screen for Antagonists; HEK293 TREx D2 cells, calcium flux, dopamine EC80; AID 485344, 2010; inhibition, % at 10 µM; D(2) dopamine receptor (Homo sapiens), P14416; actives 2% (n = 340,000); in the data active = inhibition above about 30%; note: 0% is about no effect
Target sequence (P14416 whole entry, looked up): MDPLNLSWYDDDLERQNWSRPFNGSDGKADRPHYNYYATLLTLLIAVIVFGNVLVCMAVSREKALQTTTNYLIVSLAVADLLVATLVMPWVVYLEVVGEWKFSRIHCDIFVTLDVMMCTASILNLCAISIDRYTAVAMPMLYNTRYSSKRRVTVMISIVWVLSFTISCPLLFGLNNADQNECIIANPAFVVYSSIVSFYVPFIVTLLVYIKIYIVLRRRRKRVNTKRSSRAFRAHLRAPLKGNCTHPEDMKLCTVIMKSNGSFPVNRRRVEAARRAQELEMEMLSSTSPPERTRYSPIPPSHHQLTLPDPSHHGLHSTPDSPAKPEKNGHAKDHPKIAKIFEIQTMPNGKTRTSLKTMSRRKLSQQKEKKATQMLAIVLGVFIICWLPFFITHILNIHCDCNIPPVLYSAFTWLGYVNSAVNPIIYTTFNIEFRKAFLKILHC
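Calcium mobilization kinetics were recorded at 1 s intervals in tetracycline-induced HEK293 T-REx D2 cells, first for 180 s after compound addition and then 180 s after EC80 dopamine.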
D1 ag: Allosteric Agonists of the Human D1 Dopamine Receptor: qHTS; D(1A) dopamine receptor (Homo sapiens), P21728; HEK293 T-REx D1 cells, calcium flux, agonist mode; activation, % at 2 µM; actives 1% (n = 360,000); AID 504660, 2011; in the data active = activation above about 30%; note: 0% is about no effect
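Inducible HEK293 T-REx D1 cells, force-coupled to calcium signalling, were plated at 4000 cells/well with tetracycline and held overnight at 30 C. After no-wash calcium dye loading, compound-evoked calcium rise over 180 s flagged agonists.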
D2 potentiator: HTS Assay for Positive Allosteric Modulators of the Human D2 Dopamine Receptor: Primary Screen for Potentiators | D(2) dopamine receptor (Homo sapiens), P14416 | HEK293 T-REx D2, calcium flux, EC20 dopamine potentiation | potentiation, % at 10 µM | actives 0.34% (n = 340,000) | AID 485347, 2010;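 active = potentiation over 3 SD above the plate norm, cut at about 30% in these data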; note: 0% is about no effect
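Cells plated with tetracycline inducer and held overnight at 30 C; calcium dye loaded 30–90 min at room temperature; baseline taken, compound added and read 180 s; EC20 dopamine then added and read 180 s.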
D2 agonist: HTS Assay for Allosteric Agonists of the Human D2 Dopamine Receptor: Primary Screen for Agonists; D(2) dopamine receptor (Homo sapiens), P14416; HEK293 T-REx D2 cells, calcium flux agonist mode; activation, % at 2 µM; actives 0.53% (n = 340,000);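 active = activation over 3 SD above normal in the single-dose calcium agonist read, cut at about 30% in these data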; note: 0% is about no effect
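In this primary screen, compounds producing a positive calcium signal within 180 s of addition to tetracycline-induced, force-coupled HEK293 Trex D2 cells are flagged; cells are dye-loaded with a no-wash calcium kit beforehand.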
The depositor's hits bear a star; & = joins results of further samples.

What do the screens show for `Cn1c(=O)oc2cc(S(=O)(=O)NC(Cc3ccccc3)C(=O)N3CCCCC3)ccc21` (stereo not drawn)?
D1 PAM: 3; D1 antagonist: 12; TRHR PAM: -2; RXFP1 agonist: -0.2%; D2 antagonist: -34; D1 ag: -1; D2 potentiator: -4; D2 agonist: -0.5

What do the screens show for `Cc1cc(C)cc(OCC(=O)Nc2cccc(-c3nnc(-c4ccco4)o3)c2)c1`?
D1 PAM: -6; D1 antagonist: 6; TRHR PAM: 16; RXFP1 agonist: 1.4%; RXFP1 antagonist: -16; D2 antagonist: -13; D1 ag: 1; D2 potentiator: 3; D2 agonist: -0.6

What do the screens show for `Cc1ccc(-c2ccc([C@H]3[C@@H]4C=CCC[C@@]4(C)C(=O)N3Cc3ccccc3)c(F)c2)cc1`?
D1 PAM: 3; D1 antagonist: -2; TRHR PAM: -5; RXFP1 agonist: -4.5%; D1 ag: 3; D2 potentiator: 1

What do the screens show for `CCc1ccccc1Nc1nn2c(=O)c3ccc(C(=O)NC4CCCCC4)cc3nc2s1`?
D1 PAM: 0; D1 antagonist: -9; TRHR PAM: 3; RXFP1 agonist: -0.8%; D1 ag: 1; D2 potentiator: 1; D2 agonist: -0.5

How did O=C(COc1ccccc1[N+](=O)[O-])N(Cc1ccccc1)c1ccccn1 do in these assays?
D1 PAM: 1; D1 antagonist: -1; TRHR PAM: 4; RXFP1 agonist: -0.2%; RXFP1 antagonist: 10; D2 antagonist: 21; D1 ag: 2; D2 potentiator: -30; D2 agonist: 53*

Results for CCOC(=O)c1c(NC(=O)/C=C/c2ccccc2)sc2c1CCCC2 ?
D1 PAM: 1; D1 antagonist: 2; TRHR PAM: 2; RXFP1 agonist: 1.4%; RXFP1 antagonist: -6; D1 ag: -1; D2 agonist: -0.7

How did Cc1nn(Cc2ccc(Cl)c(Cl)c2)c(C)c1NC(=O)c1noc2c1CCCCC2 do in these assays?
D1 PAM: -3; D1 antagonist: -3; TRHR PAM: 1; RXFP1 agonist: 2.4%; RXFP1 antagonist: 9; D2 antagonist: -13; D1 ag: 4; D2 potentiator: -11; D2 agonist: 1.6

How did CCCN1CCC(NC(=O)Nc2ccc(OC)c(OC)c2)CC1 do in these assays?
D1 PAM: -10; D1 antagonist: 8; TRHR PAM: -5; RXFP1 agonist: -0.1%; RXFP1 antagonist: 5; D2 antagonist: 8; D1 ag: 3; D2 potentiator: -9; D2 agonist: -0.4

What do the screens show for `CC(C)(C)N1NC(=O)Nc2ccccc2C1=O`?
D1 PAM: -2; D1 antagonist: -7; TRHR PAM: -3; RXFP1 agonist: 0.6%; RXFP1 antagonist: 2; D2 antagonist: 12; D1 ag: 2; D2 potentiator: 5; D2 agonist: 0.2

Results for O=C(COC(=O)[C@H](Cc1ccccc1)NC(=O)c1ccco1)NC(c1ccccc1)c1ccccc1 ?
D1 PAM: -4; D1 antagonist: -1; TRHR PAM: -2; RXFP1 agonist: 3.2%; RXFP1 antagonist: 3; D2 antagonist: -7; D1 ag: 2; D2 potentiator: 1; D2 agonist: 1.1

How did C/C(=N/Nc1nc(C)cc(-c2ccccc2)n1)c1ccco1 do in these assays?
D1 PAM: -4; D1 antagonist: -3; TRHR PAM: 0; RXFP1 agonist: -2.9%; RXFP1 antagonist: -5; D2 antagonist: -1; D1 ag: 0; D2 potentiator: 2; D2 agonist: -0.4

Results for c1cncc(-c2nnc3sc(C4CCCCC4)nn23)c1 ?
D1 PAM: -2; D1 antagonist: -11; TRHR PAM: -2; RXFP1 agonist: 12%; RXFP1 antagonist: 9; D2 antagonist: -5; D1 ag: 0; D2 potentiator: 23; D2 agonist: 0.3

The list goes on (2 carried over from the part before).
How did C/C(=N/Nc1nc(C)cc(-c2ccccc2)n1)c1ccco1 do in these assays?
D1 PAM: -4; D1 antagonist: -3; TRHR PAM: 0; RXFP1 agonist: -2.9%; RXFP1 antagonist: -5; D2 antagonist: -1; D1 ag: 0; D2 potentiator: 2; D2 agonist: -0.4

Results for c1cncc(-c2nnc3sc(C4CCCCC4)nn23)c1 ?
D1 PAM: -2; D1 antagonist: -11; TRHR PAM: -2; RXFP1 agonist: 12%; RXFP1 antagonist: 9; D2 antagonist: -5; D1 ag: 0; D2 potentiator: 23; D2 agonist: 0.3

How did Cc1cccc(C)c1NC(=S)N1CCCCCC1 do in these assays?
D1 PAM: 6; D1 antagonist: 5; TRHR PAM: 8; RXFP1 agonist: 1.0%; RXFP1 antagonist: -3; D1 ag: -1

Results for CCOC(=O)c1c(NC(=O)c2nn(CC)cc2Br)c(C#N)nn1-c1ccccc1 ?
D1 PAM: -2; D1 antagonist: 3; TRHR PAM: -4; RXFP1 agonist: -0.3%; RXFP1 antagonist: -5; D2 antagonist: -5; D1 ag: 6; D2 agonist: 1.7

How did CCOC(=O)N1CCN(C(=O)C2CCN(S(=O)(=O)c3ccc(OC)cc3)CC2)CC1 do in these assays?
D1 PAM: -2; D1 antagonist: -1; TRHR PAM: 3; RXFP1 agonist: 0.6%; RXFP1 antagonist: -1; D1 ag: 11

What do the screens show for `O=S(=O)(NCc1ccccc1)c1ccc(-n2cccn2)cc1`?
D1 PAM: -10; D1 antagonist: -27; TRHR PAM: 3; RXFP1 agonist: -4.6%; RXFP1 antagonist: 9; D2 antagonist: -4; D1 ag: 18; D2 potentiator: 3; D2 agonist: -0.2

What do the screens show for `CCNC(=O)CCSc1nc(C)cc(C)n1`?
D1 PAM: 0; D1 antagonist: -19; TRHR PAM: -3; RXFP1 agonist: -0.8%; RXFP1 antagonist: 0; D2 antagonist: 4; D1 ag: 1; D2 potentiator: -1; D2 agonist: -0.5

Results for COCCN(C(=S)Nc1c(C)cccc1C)C(C)c1ccco1 (stereo not drawn) ?
D1 PAM: -1; D1 antagonist: -2; TRHR PAM: -11; RXFP1 agonist: 0.4%; RXFP1 antagonist: 8; D2 antagonist: 1; D1 ag: -1; D2 potentiator: 1; D2 agonist: -2.1

Results for Cc1ccccc1NC(=O)CCCN1C(=O)C2CC=CCC2C1=O (stereo not drawn) ?
D1 PAM: -9; D1 antagonist: -17; TRHR PAM: -4; RXFP1 agonist: 0.5%; RXFP1 antagonist: 6; D2 antagonist: 5; D1 ag: 3; D2 potentiator: -8; D2 agonist: 0.0

Results for CN(C)S(=O)(=O)c1ccc(C(=O)Nc2ccccc2C(=O)NCCCN2CCOCC2)cc1 ?
D1 PAM: 0; D1 antagonist: -6; TRHR PAM: 6; RXFP1 agonist: 0.4%; RXFP1 antagonist: 6; D2 antagonist: 5; D1 ag: 2; D2 potentiator: 4; D2 agonist: -0.4

What do the screens show for `COc1ccc2cc(/C(C)=N/NC(=O)c3cc(-c4cccnc4)nc4ccccc34)ccc2c1`?
D1 PAM: 1; D1 antagonist: 7; TRHR PAM: 10; RXFP1 agonist: 2.8%; RXFP1 antagonist: -2; D2 antagonist: -17; D1 ag: 1; D2 potentiator: 10; D2 agonist: -2.6

Results for O=C(NCCCn1cccn1)C1CCC(=O)N(Cc2ccccc2F)C1 (stereo not drawn) ?
D1 PAM: 3; D1 antagonist: 8; TRHR PAM: 2; RXFP1 agonist: 0.7%; RXFP1 antagonist: 3; D2 antagonist: 2; D1 ag: 0; D2 potentiator: 10; D2 agonist: 0.8

What do the screens show for `Cc1nc(NC(=O)c2ccc(Cl)cc2)nc2cc3c(cc12)OCO3`?
D1 PAM: -5; D1 antagonist: -10; TRHR PAM: -6; RXFP1 agonist: 9.3%; RXFP1 antagonist: 36; D2 antagonist: 13; D1 ag: 1; D2 potentiator: -13; D2 agonist: 0.3

What do the screens show for `O=C(NC12CC3CC(CC(C3)C1)C2)c1ccccc1`?
D1 PAM: 4; D1 antagonist: -5; TRHR PAM: -2; RXFP1 agonist: 2.5%; RXFP1 antagonist: inconclusive; D2 antagonist: 9; D1 ag: 5; D2 potentiator: -3; D2 agonist: -0.4

How did CCOC(=O)c1c(N)n(-c2ccccc2CC)c2nc3ccccc3nc12 do in these assays?
D1 PAM: -5; D1 antagonist: 1; TRHR PAM: -2; RXFP1 agonist: 1.5%; D1 ag: -1; D2 potentiator: -9

What do the screens show for `COc1ccc(S(=O)(=O)N2CCOCC2)cc1NC(=O)COc1ccccc1`?
D1 PAM: -6; D1 antagonist: 15; TRHR PAM: -3; RXFP1 agonist: 0.4%; RXFP1 antagonist: -6; D2 antagonist: -21; D1 ag: -3; D2 potentiator: 3; D2 agonist: 0.0

Results for CCn1cc(C(=O)O)c(=O)c2cc(F)c(N3CCN(C(=S)NC(=O)c4ccccc4F)CC3)cc21 ?
D1 PAM: 4; D1 antagonist: -12; TRHR PAM: 9; RXFP1 agonist: 21%; RXFP1 antagonist: 3; D1 ag: 1

What do the screens show for `CC(C(=O)Nc1ccc2c(c1)OCO2)c1ccc([N+](=O)[O-])cc1` (stereo not drawn)?
D1 PAM: -2; D1 antagonist: 5; TRHR PAM: 11; RXFP1 agonist: -1.1%; RXFP1 antagonist: 7; D2 antagonist: -5; D1 ag: 112*; D2 potentiator: 13; D2 agonist: -0.1

How did O=C(NCCN1CCN(c2ccccc2)CC1)Nc1cccc(Cl)c1 do in these assays?
D1 PAM: -8; D1 antagonist: -27; TRHR PAM: 5; RXFP1 agonist: -2.1%; RXFP1 antagonist: -14; D2 antagonist: 73*; D1 ag: 11; D2 potentiator: -30; D2 agonist: 75*

How did C=CCOc1nc(N2CCCC2)nc(N2CCCC2)n1 do in these assays?
D1 PAM: 1; D1 antagonist: 8; TRHR PAM: 0; RXFP1 agonist: -1.1%; RXFP1 antagonist: -19; D2 antagonist: -13; D1 ag: 1; D2 potentiator: 10; D2 agonist: -1.2

What do the screens show for `COc1ccc(N(CC(=O)Nc2ccc(S(=O)(=O)N3CCOCC3)cc2)S(=O)(=O)c2ccccc2)cc1`?
D1 PAM: 3; D1 antagonist: -2; TRHR PAM: 2; RXFP1 agonist: -2.2%; RXFP1 antagonist: -9; D1 ag: 6; D2 potentiator: 10

How did CC(=O)c1ccc(N2CCN(S(=O)(=O)c3ccc(-c4cc(C)no4)s3)CC2)cc1 do in these assays?
D1 PAM: -8&2; D1 antagonist: -22&-17; TRHR PAM: -1&-4; RXFP1 agonist: -2.8%&5.7%; RXFP1 antagonist: -15&-8; D2 antagonist: -6; D1 ag: 9&1; D2 potentiator: -2&14; D2 agonist: 0.9

Not all compounds are listed (hit frequency here may not be typical).
